Ba/F3 V617F tox: lowers viability of Ba/F3 cells expressing EpoR and JAK2V617F; ATP luminescence; inhibition, % at 5.6 µM; hit rate 1.1% among 220,000;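 active = inhibition above the campaign mean plus 3 SD over all tested compounds, cut at about 24% in these data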;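 also: cytokine-independent growth of Ba/F3 cells driven by EpoR plus mutant JAK2; 0% = DMSO-treated cells and 100% = JAK inhibitor I control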
S1P4 agonist: agonists of human S1P4 receptor | O95977 | S1P4-expressing cell line, agonist reporter assay | activation, % at 4.98 µM | hit rate 0.35% among 220,000 | AID 1509; in the data active = activation above about 11%;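 also: 0% = DMSO vehicle and 100% = reference agonist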
Target sequence (O95977 whole entry, looked up): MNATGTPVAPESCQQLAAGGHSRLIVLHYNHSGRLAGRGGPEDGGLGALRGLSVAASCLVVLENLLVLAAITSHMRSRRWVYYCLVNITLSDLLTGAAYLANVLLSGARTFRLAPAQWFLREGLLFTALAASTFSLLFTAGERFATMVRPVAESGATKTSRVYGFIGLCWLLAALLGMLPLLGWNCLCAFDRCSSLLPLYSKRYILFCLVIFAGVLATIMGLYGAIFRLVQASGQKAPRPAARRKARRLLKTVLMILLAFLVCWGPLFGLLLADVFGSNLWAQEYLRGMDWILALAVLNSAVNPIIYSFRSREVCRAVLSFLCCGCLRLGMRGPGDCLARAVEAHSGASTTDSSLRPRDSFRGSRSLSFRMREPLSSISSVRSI
S1P4 antagonist: human S1P4 receptor antagonism | S1P4-expressing cells, antagonist mode, reporter read-out | O95977 | inhibition, % at 4.98 µM | hit rate 0.26% among 220,000 | AID 1510; in the data active = inhibition above about 29%;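 also: 0% = wells stimulated with agonist and 100% = vehicle wells without agonist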
BaF3 parental: counter-screen for JAK2V617F inhibitors: parental Ba/F3 viability inhibitors | CellTiter-Glo ATP luminescence | inhibition, % at 5.6 µM | hit rate 1.1% among 220,000 | AID 1486;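 active = inhibition above a per-campaign cutoff, the mean inhibition of all tested compounds plus 3 SD, cut at about 27% in these data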;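 also: 0% = DMSO wells and 100% = JAK Inhibitor I control wells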
NPY-Y2 PAM-ag: human NPY-Y2 potentiation or agonism, primary screen; cells expressing NPY-Y2, potentiator/agonist read-out; P49146; hit rate 0.45% among 220,000; activation, % at 3.6 µM; in the data active = activation above about 27%;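 also: cells stimulated with NPY near EC25 plus isoproterenol at EC100; 0% = vehicle plus submaximal agonist and 100% = vehicle plus saturating agonist; some results beyond the cut were filed as inactive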
NPY1 pot ag: potentiators or agonists of human neuropeptide Y receptor Y1; activation, % at 3.6 µM; hit rate 0.37% among 220,000; P25929; AID 1304; NPY-Y1 expressing cells, potentiator/agonist activation; in the data active = activation above about 33%, passing the limit was not always enough;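 also: cells stimulated with NPY at EC10 then isoproterenol at EC100; 0% = low agonist plus stimulus and 100% = saturating agonist plus stimulus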
Target sequence (P25929 whole entry, looked up): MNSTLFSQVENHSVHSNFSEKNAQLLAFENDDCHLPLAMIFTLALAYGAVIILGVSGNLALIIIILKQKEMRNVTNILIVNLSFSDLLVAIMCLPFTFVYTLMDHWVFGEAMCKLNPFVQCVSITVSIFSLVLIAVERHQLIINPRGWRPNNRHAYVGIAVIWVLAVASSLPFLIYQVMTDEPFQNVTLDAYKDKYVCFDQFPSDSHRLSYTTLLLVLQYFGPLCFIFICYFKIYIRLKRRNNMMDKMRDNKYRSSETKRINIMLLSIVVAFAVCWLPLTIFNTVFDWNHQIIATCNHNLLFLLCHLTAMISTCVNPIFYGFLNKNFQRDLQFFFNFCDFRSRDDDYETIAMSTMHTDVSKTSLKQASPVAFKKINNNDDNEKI
RBBP9 inh: inhibitors of human serine hydrolase RBBP9. inhibition, % at 7.94 µM. recombinant RBBP9, FP-Rh probe fluorescence polarization. hit rate 0.2% among 220,000. O75884;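 active = inhibition above the campaign mean of all tested compounds plus 3 SD, cut at about 14% in these data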;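 also: plate controls were DMSO wells with RBBP9 for no effect and wells lacking RBBP9 protein for full effect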
Target sequence (O75884 whole entry, looked up): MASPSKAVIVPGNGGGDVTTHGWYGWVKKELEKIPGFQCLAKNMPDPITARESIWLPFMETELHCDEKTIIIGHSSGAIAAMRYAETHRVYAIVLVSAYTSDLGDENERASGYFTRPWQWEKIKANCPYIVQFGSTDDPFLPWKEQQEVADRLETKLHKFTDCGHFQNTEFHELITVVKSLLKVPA
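Material: RBBP9 protein. Amount: RBBP9 at 2.5 µM in dispensed solution, before mixing. Schedule: 30 min then 45 min, 25 °C. Medium: Tris buffer pH 8.0, NaCl, Pluronic. Measured by: fluorescence polarization. Measure: percent inhibition from mP, scaled between DMSO and no-protein wells. Replication: one well per compound.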
NPY Y1 blocker: NPY-Y1 (human) receptor antagonism | P25929 | inhibition, % at 3.6 µM | hit rate 1% among 200,000 | HEK293-CNG Y1 cells, membrane potential fluorescence; NPY at EC95, then isoproterenol;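 active = inhibition above the campaign mean inhibition of all tested compounds plus 3 SD, cut at about 20% in these data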;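 also: 0% = DMSO wells given NPY plus isoproterenol and 100% = isoproterenol alone without NPY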
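Material: HEK293 Y1/CNG channel cell line; also added: NPY (25 nM), isoproterenol (1 µM), Ro 20-1724 (25 µM); doses: one concentration, 3.6 µM, in 0.4% DMSO; schedule: compound incubation 1 h at room temperature, readout 45 min post-stimulation; technique: membrane potential fluorescence; measure: fluorescence ratio normalized to % inhibition between controls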
Runt-CBFb FRET: inhibitors of human RUNX1 Runt domain binding to CBFb | Q01196+Q13951 | Cerulean-Runt/Venus-CBFb FRET ratio 530/480, 1 h | inhibition, % at 20 µM | hit rate 0.46% among 220,000;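 active = inhibition over about 50% at 20 µM in the single-dose screen, limit read from the data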;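 also: 0% = DMSO wells and 100% = excess unlabeled CBFb competitor control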
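test system = Cerulean-tagged RUNX1 Runt domain (FRET donor) fusion protein | reagent = Venus-CBFb binding partner, 100 nM | incubation = protein complex preformed 1 h, compound exposure 1 h, room temperature, dark | detection = FRET fluorescence | read-out basis = loss of energy transfer signal | controls = 5 µM unlabeled CBFb as full-inhibition high control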
Starred values were filed as active, the others as inactive; . = not tested or not shown; & = joins results of further samples. The order is random. Share with any hit: about 3.6%.

SMILES	Ba/F3 V617F tox	S1P4 agonist	S1P4 antagonist	BaF3 parental	NPY-Y2 PAM-ag	NPY1 pot ag	RBBP9 inh	NPY Y1 blocker	Runt-CBFb FRET
COc1ccc2[nH]c(=O)c(CN(C(=O)c3ccco3)C(C)C)cc2c1	3	1.0	-5	-11	-17	6	6	.	-19
Cc1cc(C)c(C#N)c(SCc2ccccc2C)n1	-1	3.2	4	4	1	-30	-9	2	-1
Cc1ccc2occ(-c3nn[nH]n3)c(=O)c2c1	3	0.5	-5	9	-5	-5	4	3	-1
CCS(=O)(=O)N1CCN(C(=O)c2cc(OC)cc(OC)c2)CC1	-1	-1.9	-21	4	15	12	-3	0	1
Cc1nc(NS(=O)(=O)c2ccccc2)sc1C(=O)N/N=C/c1ccccc1	1	-0.7	5	-4	1	-6	-10	.	0
CC(=O)c1cc(CN2CCN(Cc3ccccc3)C(CCO)C2)cs1 (centres undefined)	3	1.1	3	3	5	15	2	-1	2
O=C(Nc1nnc(SCc2ccc(F)cc2)s1)c1ccc2c(c1)C(=O)N(c1ccccc1Cl)C2=O	1	1.9	-6	3	4	-9	5	-2	-4
COc1ccc(S(=O)(=O)N(C)c2ccc(C(=O)N3CCC(C(N)=O)CC3)cc2)cc1	-2	-0.1	8	-1	-1	-5	-1	-4	0
CSc1nc(N(C)C)nc(N2CC(=O)N(CCNS(=O)(=O)c3ccc(C)cc3)C2=N)n1	0	1.2	-39	7	8	-37	-7	-2	-1
O=C(NCCN=C1NS(=O)(=O)c2ccccc21)c1ccncc1	0	-2.7	6	2	-8	-4	-6	4	1
CN1CCC(N(C)C(=O)COc2ccc(S(=O)(=O)N3CCOCC3)cc2)CC1	-1	-1.4	-6	-2	5	4	3	-1	-1
COC(=O)c1c(NC(=O)CCC(=O)O)sc(Cc2ccccc2)c1C	0	1.5	7	3	-19	-3	-1	.	0
COc1cc(-c2[nH]ncc2CN2CCSCC2)cc(OC)c1OC	0	-0.1	3	-2	0	12	-5	.	-3
CC(C)=CCOc1ccc2ccc(=O)oc2c1	1	-0.5	3	-10	-3	-4	7	-1	2
c1ccc(Oc2ncnc3sccc23)cc1	2	0.8	-22	3	-14	10	10	9	2
COCCCNC(=S)NC(=O)c1ccc(C)cc1	-4	-0.8	-2	1	-1	-7	-7	3	0
CCn1cc(C(=O)Nc2ccccc2)c(=O)c2ccc(C)nc21	-4	0.7	-7	3	-4	17	-9	-1	.
CC1(C)CC(=O)/C(=C(\O)c2ccccc2)C(=NCCc2ccccc2)C1	4	0.4	-13	11	-7	-20	-1	5	0
CCOC(=O)c1cc2[nH]c3ccccc3c2[n+](-c2ccc([N+](=O)[O-])cc2)c1C	6	0.0	0	2	26	7	-1	9	-1
CCC(=O)c1ccc(OCC(=O)Nc2nn3cnnc3s2)cc1	0	0.8	-12	3	4	31	-12	4	-2
Cc1nc(SCC(=O)N2CCOCC2)c2c(=O)n(C)c(=O)n(C)c2n1	-2	-0.2	4	0	17	18	-5	.	1
Cc1ccc(CNC(=O)C2CC(c3ccccc3[N+](=O)[O-])=NO2)o1 (centres undefined)	-5	-0.8	-14	0	9	1	-7	1	0
COCCn1nnnc1C(C(C)C)N1CCOCC1 (centres undefined)	-2	2.5	4	2	-7	-2	-4	18	-2
O=C(NCCCN1CCOCC1)c1cc2cc(Br)ccc2oc1=O	0	0.2	-5	2	10	13	-11	-8	-5
Cc1ccc(NC(=O)Nc2cc(S(=O)(=O)N(C)C)ccc2C)cc1	2	1.3	-7	8	-2	5	-7	-1	0
Nc1nc2ccc(O)cc2s1	2	-1.5	-12	8	-3	16	-9	1	-2
O=c1ccc(NS(=O)(=O)c2ccc(Cl)cc2)cn1Cc1ccc(Cl)c(Cl)c1	-1	-0.8	-16	4	-7	9	-3	-2	0
CCOC(=O)C1C(=O)OC(C)(C)C1C(C)C(=O)c1ccc(OC)cc1 (centres undefined)	-1	-1.6	-17	2	1	4	-5	1	0
CS(=O)(=O)N(CC(=O)NCCSC1CCCCC1)c1cccc(F)c1	-2	-1.4	5	3	6	-6	-2	1	-4
CCOc1cc2[nH]c(=O)n(CCCN3CCN(c4ccc(OC)cc4)CC3)c(=O)c2cc1OCC	-1	0.1	5	6	-1	15	-2	-3	-4
FC(F)(F)c1cccc(N2CCN(Cc3ccoc3)CC2)c1	0	-0.5	-22	3	-9	-9	-2	2	0
CCOC(=O)c1ccc(NC(=O)CCc2nc(-c3ccc(C)cc3)no2)cc1	2	0.4	0	4	21	4	-11	2	-6
CCOc1ccc(NC(=O)c2ccc(CNc3c(NC4CCCCC4)c(=O)c3=O)cc2)cc1	-2	-1.5	-5	7	-18	7	-7	-3	-3
CC(=O)c1c(C(C)=O)c(C)n(-c2nc(-c3ccc(C)c(C)c3)c(C)s2)c1C	-1	-0.4	-31	3	-20	-23	1	5	-6
O=C(OCc1cc2ccccc2[nH]c1=O)c1ccccc1	6	-0.3	10	11	-28	3	-4	-3	-4
C/C(=N\N1CCN(C2c3ccccc3-c3ccccc32)CC1)c1ccncc1	-5	0.9	-14	0	-5	-20	-3	6	-2
COC(=O)c1ccc(C(=O)OC)c(NC(=S)N2CCCCC2)c1	3	1.5	-8	1	-9	-3	1	0	54*
CCN(CC)S(=O)(=O)c1ccc(Cl)c(C(=O)Nc2nnc(C)s2)c1	5	0.7	-8	2	7	4	-8	-4	-1
Brc1cccc(CNc2nc3ccccc3n2CCN2CCOCC2)c1	1	-0.6	4	4	-21	-24	-3	9	3
CCOc1ccc(C(=O)N2CCN(c3cnn(-c4ccccc4)c(=O)c3Cl)CC2)cc1	-1	1.0	4	4	-12	1	0	1	1

Three compounds already listed, sorted by the value under Runt-CBFb FRET, high to low.
SMILES,Runt-CBFb FRET
COC(=O)c1ccc(C(=O)OC)c(NC(=S)N2CCCCC2)c1,54*
COCCn1nnnc1C(C(C)C)N1CCOCC1 (centres undefined),-2
CS(=O)(=O)N(CC(=O)NCCSC1CCCCC1)c1cccc(F)c1,-4

Other structures follow.
SMILES	Ba/F3 V617F tox	S1P4 agonist	S1P4 antagonist	BaF3 parental	NPY-Y2 PAM-ag	NPY1 pot ag	RBBP9 inh	NPY Y1 blocker	Runt-CBFb FRET
Cn1c(N)c(C(=O)c2ccc(Cl)cc2)c(=O)n(C)c1=O	0	-1.7	0	5	-4	-16	-5	9	3
CCn1cc(C(=O)Nc2ccc(C)cc2C)c(=O)c2ccc(C)nc21	-1	-0.9	-5	8	4	-2	4	-4	.
CN(C)CCC(=O)c1ccc(Cl)cc1	-3	1.1	-3	4	0	3	-8	-2	11
CC1CCC(C(C)C)C(OC(=O)CSc2nccc(=O)[nH]2)C1 (centres undefined)	2	1.2	-8	3	1	-4	6	6	2
O=C(NC(=S)N1CCN(Cc2ccccc2)CC1)c1ccccc1	-2	2.5	-12	6	-1	13	-5	5	2
CCN(CC)CC(=O)Nc1c(C)cccc1C	-4&0	0.8&1.3	-13&-7	4&8	4&-12	-7&11	-4&-7	2&-1	-1
CN1CCN(Cc2c(O)c(Cl)cc3c(-c4ccccc4)cc(=O)oc23)CC1	-1	0.5	-2	11	18	-2	1	-1	-2
Cc1ccc(/C=N/NC(=O)C2CCN(Cc3ccc(F)cc3Cl)CC2)o1	3	1.4	-15	3	-4	-6	-6	0	-3
CSc1n[nH]c(NCc2ccc(Cl)cc2)n1	-3	-2.2	-3	0	-5	-11	2	-5	43
CCOC(=O)c1ccc(NC(=O)c2c(NC(=O)CCC(=O)O)sc3c2CCCCC3)cc1	0	-1.1	-1	3	-4	-29	-7	11	14
O=C(N1CCOCC1)C1(c2ccc(Cl)cc2)CCCC1	2	-3.1	-20	5	4	11	1	3	1
N#C/C(C(=O)NCc1ccccc1)=C1/N=C(NC(=O)c2cccs2)c2ccccc21	0	0.9	-11	5	-3	-9	1	6	-4
COC(=O)c1c(-c2ccc(F)cc2)noc1N	-1	0.4	-9	0	2	0	-7	2	0
COc1ccc(NCc2nc3ccccc3n2CCOc2ccccc2)cc1	2	2.0	-11	6	-8	13	-6	-7	-1
c1ccc(-c2[nH]ncc2CN2CCN(Cc3ccc4c(c3)OCO4)CC2)cc1	-4	2.4	-9	3	-14	-9	3	.	3
O=C(N=c1ccn(-c2nc3ccccc3nc2NS(=O)(=O)c2ccc(Cl)cc2)cc1)c1ccccc1Cl	-3	-0.5	9	-4	-3	-2	0	.	-121
Fc1cccc(Cl)c1-c1nnc2ccc3ccccc3n12	0	0.9	-18	0	19	19	-9	-2	-3
O=C(NCCc1nc2ccccc2[nH]1)c1ccc(Cl)c([N+](=O)[O-])c1	-3	0.8	-25	5	5	-13	-6	6	-2
O=C(OC1CCOC1=O)c1cc(-c2ccc(Br)cc2)nc2ccccc12 (centres undefined)	-4	1.2	-15	-1	-14	-3	-5	2	-2
CCOC(=O)C1=C(C)NC2=C(C(=O)c3ccccc32)C1c1cccc2ccccc12 (centres undefined)	2	0.8	5	-9	-5	28	5	.	-3
O=S(=O)(NCc1ccccc1)NCc1ccccc1F	1	0.1	-2	10	-7	7	5	0	-1
CC(C)CNC(=O)c1cccc(NC(=O)CCc2ccccc2)c1	-2	-0.9	-16	-2	8	10	-7	7	0
N#Cc1c(N)nc2c(c1-c1ccco1)CCCCC2	-3	2.2	-4	1	-3	-18	4	-1	.
CCN(CC)CCCNc1nc(CN2CCOCC2)nc2sc3c(c12)CCC3	0	-1.1	-10	7	-10	-18	1	9	0
CC(C)(C)OC(=O)N/N=C/c1ccc(Br)cc1	4	-0.1	1	10	5	-3	7	-3	-24
Cc1ccc(S(=O)(=O)Nc2ccccc2C(N)=O)cc1	-3	0.7	2	-1	5	-1	-3	-2	1
C/C=C/C(=O)OCC(=O)Nc1c(Cl)cccc1Cl	4	1.2	12	3	-3	-11	-11	4	0
Cc1ccc(S(=O)(=O)N2CCN(c3c([N+](=O)[O-])cc(C(F)(F)F)cc3[N+](=O)[O-])CC2)cc1	-3	-0.3	-18	3	-12	-8	-4	-3	-2
CCOc1cc(C(=O)N2CCN(c3ccc(C(C)=O)cc3)CC2)cc(OCC)c1OCC	2	-0.1	-10	6	-5	-20	-8	3	-5
O=C(CSc1n[nH]c(=O)n1C1CC1)Nc1cc(Cl)ccc1Oc1ccccc1	1	1.1	-3	6	-9	-24	0	10	-3
COC(=O)CNC(=O)C12CC3(C)CC(C)(CC(C)(C3)C1)C2	-2	-0.8	-12	0	6	-18	-6	1	-1
CC(C)CN(CC(C)C)S(=O)(=O)N1CCC(C(=O)NCCN2CCOCC2)CC1	1	-0.6	1	5	-5	11	-7	5	-5

Shown as a hit in Runt-CBFb FRET, of those listed so far:
SMILES | S1P4 agonist | S1P4 antagonist | NPY-Y2 PAM-ag | NPY1 pot ag | RBBP9 inh | Runt-CBFb FRET
COC(=O)c1ccc(C(=O)OC)c(NC(=S)N2CCCCC2)c1 | 1.5 | -8 | -9 | -3 | 1 | 54*
